# NCI-60 one-dose screen, 48 h, at 10 µM unless noted. Numbers give growth in % (100 = growth as untreated, 0 = no growth, -100 = all killed).
# MALME-3M: MALME-3M melanoma; hit rate 5.8% among 78,000; AID 1794766
# MDA-MB-468: MDA-MB-468 breast cancer; hit rate 8.5% among 78,000; AID 2202374
# T-47D: T-47D breast cancer | hit rate 5% among 79,000 | AID 1794792
# HS 578T: HS 578T breast cancer. hit rate 4.1% among 78,000. AID 1794788
# MCF7: MCF7 breast cancer; hit rate 6.3% among 82,000
# BT-549: BT-549 breast cancer. hit rate 4.4% among 78,000
# MDA-MB-231: MDA-MB-231 breast cancer. hit rate 5% among 81,000
# LOX IMVI: LOX IMVI melanoma; hit rate 7.4% among 79,000; AID 1794757
# The depositor's hits bear a star; . = not tested or not shown; & = joins results of further samples; ! = not active in a repeat. The calls were made as follows: active = growth percent below 10; inactive = the rest.
molecule,LOX IMVI,T-47D,BT-549,MDA-MB-231,MALME-3M,MDA-MB-468,MCF7,HS 578T
CCOC(=O)C(C)(C)C(C)=O,95,82,108,95,120,98,101,100
FC(F)(F)c1cc(-c2nnc3n2NC(=NCC2CC2)CS3)cc(C(F)(F)F)c1,96,97,.,109,131,96,100,99
Cc1ccc(Nc2cc(Cl)nc(N)n2)cc1Cl,104,93,84,97,115,82,92,98
COc1cc(C(=O)c2cc(C(C)=O)c3cc(C)ccn23)cc(OC)c1OC,92,91,107,76,105,84,91,86
O=C(NCCCCO)c1cncnc1Nc1ccc2c(ccn2Cc2ccccn2)c1,103,98,92,92,92,104,106,96
COC(=O)C1=C(C(=O)c2ccc(OC)c(OC)c2)C(c2cc(OC)c(OC)c(OC)c2)C(C#N)=C(N)O1 (stereo unspecified),100,96,118,115,112,102,97,107
Cc1ccc(S(=O)(=O)NCCCCC(N)C(=O)O)cc1 (stereo unspecified),109,102,121,102,95,.,115,103
COc1ccc(Cn2nc3c(c2-c2cc(OC)c(OC)c(OC)c2)-c2oncc2CC3)cc1,81,79,89,66,94,28,70,116
O=C1NC(=O)c2c1cccc2[N+](=O)[O-],103&103,107&100,111&100,109&109,123,128&99,106&95,102&114
COc1ccc(C2c3ccccc3NC(=O)N2C2CCN(C)CC2)c(OC)c1 (stereo unspecified),103,100,107,92,88,88,78,92
O=C(O)c1nn(-c2ccc(Cl)cc2)nc1N1CCCC1,94,94,95,101,90,86,91,97
C=CCOC1=C(c2ccccc2)C(C2CC2)N(Cc2ccc(OC)cc2OC)C1=O (stereo unspecified),97,71,91,93,117,94,97,89
CC(=O)/C(=C\c1ccc(Cl)c(Cl)c1)C(=O)CCN(C)C,99,86,106,109,103,90,74,102
COc1ccc([N+](=O)[O-])c(OC)c1C(=O)NCC1CC1,.,102,101,118,110,98,96,108
COC(=O)c1cc(-c2ccc(S(C)(=O)=O)cc2)[nH]c1N/N=C/c1c(Cl)cccc1Cl,44,31,71,51,4.1*,16,-5.6*,-30*
CC(=O)Nc1ccc(/C=C(\C#N)c2ccc(C)cc2)cc1,104,103,110,95,135,107,92,113
CCN(CC)CC(O)CN1CCNCC1 (stereo unspecified),97,87,72,110,72,98,83,134
N#CC1=C(N)S[C@@H](C(=O)c2ccc(Br)cc2)[C@@H]1c1cccs1,95,73,97,89,98,86,98,88
O=C1/C(=C/c2ccccc2[N+](=O)[O-])Cc2ccccc21,5.1*,1.9*!,27&19,-10.0*!,60&24,-18*,9.9*!,71&32
COc1ccc(-c2cc(C(=O)N3CCN(C(=O)c4ccccc4NCc4cccs4)CC3)nc3cc(-c4ccccc4)nn23)cc1OC,92,88,.,96,105,91,83,94
COc1ccccc1/C=N/N=C1c2ccccc2-c2ccccc21,93,63,100,104,116,84,68,95
CCC(=O)COC(C)=O,97,109,100,113,102,107,95,107
NC(=S)N/N=C/c1cccnc1,99,.,78,.,105,99,96,98
O=S(=O)(NCCCNc1nccc(-c2[nH]c(-c3ccccc3)nc2-c2ccc(F)c(O)c2)n1)c1cccc2ccccc12,32,51,69,77,33,49,45,41
Cc1ccc2nc(NC(=O)CSc3nc(NN)c(C#N)c(-c4ccccc4)n3)sc2c1,101,105,102,101,107,87,94,100
C#CCn1c(-c2ccc(OC3CCCC3)c(OC)c2)nc(-c2ccccc2)c1-c1ccccc1,24,47,104,25,87,45,81,81
O=C(Oc1cccc2ccccc12)N1CCN(C(=O)Oc2cccc3ccccc23)CC1,99,104,110,87,103,100,102,95
O=C1[C@@H]2Cc3c([nH]c4ccccc34)[C@@H](c3ccc(Cl)cc3)N2C(=O)CN1C1CCN(Cc2c(Cl)cccc2Cl)CC1,79,75,89,90,101,81,50,73
O=C(CSc1nnc2n1N=C(c1ccc(F)cc1)CS2)c1ccc(F)cc1,75,70,83,83,106,73,71,.
ClC(Cl)=C(Cl)C(Cl)(Cl)Cl,102,123,.,94,116,107,97,100

# Overlap with the part before: 4 entries; new compounds follow.
molecule,LOX IMVI,T-47D,BT-549,MDA-MB-231,MALME-3M,MDA-MB-468,MCF7,HS 578T
O=C(Oc1cccc2ccccc12)N1CCN(C(=O)Oc2cccc3ccccc23)CC1,99,104,110,87,103,100,102,95
O=C1[C@@H]2Cc3c([nH]c4ccccc34)[C@@H](c3ccc(Cl)cc3)N2C(=O)CN1C1CCN(Cc2c(Cl)cccc2Cl)CC1,79,75,89,90,101,81,50,73
O=C(CSc1nnc2n1N=C(c1ccc(F)cc1)CS2)c1ccc(F)cc1,75,70,83,83,106,73,71,.
ClC(Cl)=C(Cl)C(Cl)(Cl)Cl,102,123,.,94,116,107,97,100
CC1(C)C2CCC(CN=C(N)CSS(=O)(=O)O)C1C2 (stereo unspecified),90,94,130,88,133,93,83,98
CS(=O)(=O)Nc1cc(-c2ccc3ncnc(Nc4ccc5c(cnn5Cc5cccc(F)c5)c4)c3c2)cnc1Cl,-45*,-25*,-14*,1.4*,-36*,.,0.9*,-15*
CCCCC1=C(Br)C(=O)c2nc(C)ccc2C1=O,89,66,90,81,84,93,82,91
CN(c1cc2ncc(=O)[nH]c2cc1NC(N)=NCc1ccc(Cl)cc1)C1CCCCC1,-46*,48,82,20,30,-81*,-44*,64
Cc1c(C(=O)/C=C/Nc2cc(Cl)c(S(N)(=O)=O)cc2S(N)(=O)=O)sc2nc3ccccc3n12,102,97,107,104,123,98,92,108
O=[N+]([O-])c1ccc(C(c2ccc([N+](=O)[O-])cc2)[n+]2ccccc2)cc1,69,80,85,84,98,69,73,83
COc1cc(OC)c(/C=C/C(=O)c2c(OC)cc(OC)cc2OC)c(OC)c1,11,13,33,39,61,14,20,53
O=C1OCC23OC=CC2C2(O)CCCc4cccc(c42)N13 (stereo unspecified),101,99,98,97,91,126,95,104
COc1cc(C(=O)N2CCN(c3cc4c(cc3F)c(=O)c(C(=O)NO)cn4C3CC3)CC2)cc(OC)c1OC,94,83,105,99,105,96,99,105
c1ccc2cc(Cn3cc(CSc4nc5ccccc5o4)nn3)ccc2c1,99,91,106,107,95,122,96,115
CC(C)(N)COCOCC(C)(C)N,102,98,100,109,111,127,103,111
CC(C)n1c2ccc(Br)cc2c2c3c(c4c5ccccc5ccc4c21)C(=O)N(O)C3=O,63,92,104,89,113,108,96,116
COc1ccc(/C=N/Nc2no[n+]([O-])c2-c2ccccc2)cc1,105,102,119,99,102,100,95,113
CNc1nc(SCc2ccccc2)ncc1C,109,100,107,104,112,111,114,100
Oc1[nH]c2ccccc2c1N=NC(=S)N/N=C\c1c[nH]c2ccccc12,87,69,99,81,106,107,73,93
COc1ccccc1/C=N/NC1=NC2C(N1)N(C)C(=O)N2C (stereo unspecified),100,101,101,100,94,106,100,95
O=Cc1ccc2nc(C(Cl)(Cl)Cl)ccc2c1,96,98,96,108,91,95,83,102
CC(C)(C)n1cc(-c2ccnc(NCCCNS(=O)(=O)c3cccc4ccccc34)n2)c(-c2ccc(Cl)c(O)c2)n1,88,69,94,94,86,95,92,96
CC(C)=CCCC(C)c1ccc(C)c2c1OCN(CCCCCO)C2 (stereo unspecified),78,88,72,93,94,90,89,81
Cc1cc(C)c(S(N)(=O)=O)c(N)c1,97,103,110,118,94,.,106,83
CCc1ccc(S(=O)(=O)Nc2cc3c(C(=O)O)c(C)oc3c3ccccc23)cc1,93,.,92,96,102,97,99,90
CS(=O)(=O)c1ccc(C(=O)/C=C/c2cn(-c3ccc(F)cc3)nc2-c2ccc(S(C)(=O)=O)cc2)cc1,100,109,107,111,58,98,95,109
O=c1[nH]ncc(N/N=C(/C=C/c2ccc(C/C(=N/Nc3cn[nH]c(=O)c3Cl)c3ccccc3)cc2)c2ccccc2)c1Cl,24,78,88,75,98,74,22,90
CN1CCN(CCCNC(=O)c2c3c(n4ccccc24)C(=O)c2ncccc2C3=O)CC1,-32*,-4.4*,55,0.3*,-91*,-60*,-44*,61
COc1ccc(OC)c(/C=C2\C(=O)NN=C2N)c1,97,98,255,98,430,107,95,70
Cc1ccc(-n2c(-c3ccccc3)c(-c3ccccc3)[nH]c2=O)cc1,95,89,89,91,104,91,95,90
O=C(Cn1c(=O)sc2nc3ccccc3nc21)Nc1ncc(Cc2cccc(Cl)c2Cl)s1,95,82,100,91,117,107,92,90
CCN(CC)Cn1nc2n(C)c(=O)c(C#N)c(-c3ccccc3)n2c1=S,91,105,110,103,110,.,83,99
CCOC(=O)c1cc(C(=O)c2cc(OC)cc(OC)c2)n2ccccc12,38,49,36,56,32,30,22,39
COc1ccc(/C=N/NC(=O)c2cnn3c2NC(c2ccccc2)C3)cc1OC1CCCC1 (stereo unspecified),85,.,93,67,123,91,86,88
CC(O)C(=O)NC1CCCCC1 (stereo unspecified),99,106,103,113,105,114,92,102
NS(=O)(=O)c1ccc(N2N=C(c3ccc(NC(=S)Nc4ccccc4)cc3)CC2c2ccc(Cl)cc2)cc1 (stereo unspecified),23,45,64,43,64,63,36,66

# Whole records as entered above. Order of screens: LOX IMVI, T-47D, BT-549, MDA-MB-231, MALME-3M, MDA-MB-468, MCF7, HS 578T
# Profile of c1ccc2cc(Cn3cc(CSc4nc5ccccc5o4)nn3)ccc2c1 → 99, 91, 106, 107, 95, 122, 96, 115
# Profile of O=C(NCCCCO)c1cncnc1Nc1ccc2c(ccn2Cc2ccccn2)c1 → 103, 98, 92, 92, 92, 104, 106, 96

# Some of these compounds in order of number of heavy atoms, highest first.
molecule,LOX IMVI,T-47D,BT-549,MDA-MB-231,MALME-3M,MDA-MB-468,MCF7,HS 578T
Oc1[nH]c2ccccc2c1N=NC(=S)N/N=C\c1c[nH]c2ccccc12,87,69,99,81,106,107,73,93
CC1(C)C2CCC(CN=C(N)CSS(=O)(=O)O)C1C2 (stereo unspecified),90,94,130,88,133,93,83,98
CC(O)C(=O)NC1CCCCC1 (stereo unspecified),99,106,103,113,105,114,92,102

# Compound activity as filed in PubChem BioAssay.
